Screens deposited in PubChem BioAssay by Johns Hopkins Ion Channel Center.
KCNQ1 block: human KCNQ1 channel inhibition. P51787. CHO-K1 KCNQ1, FluxOR thallium flux fluorescence; active compounds read high. B-score at 10 µM. 1.3% of 310,000 active. AID 2642;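 active = compounds whose thallium flux B-score, printed positive for inhibition, exceeds three library SD while starting fluorescence stays within three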;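 note: channel opened by potassium depolarization with thallium stimulus after 20 min compound exposure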
Target sequence (P51787 whole entry, looked up): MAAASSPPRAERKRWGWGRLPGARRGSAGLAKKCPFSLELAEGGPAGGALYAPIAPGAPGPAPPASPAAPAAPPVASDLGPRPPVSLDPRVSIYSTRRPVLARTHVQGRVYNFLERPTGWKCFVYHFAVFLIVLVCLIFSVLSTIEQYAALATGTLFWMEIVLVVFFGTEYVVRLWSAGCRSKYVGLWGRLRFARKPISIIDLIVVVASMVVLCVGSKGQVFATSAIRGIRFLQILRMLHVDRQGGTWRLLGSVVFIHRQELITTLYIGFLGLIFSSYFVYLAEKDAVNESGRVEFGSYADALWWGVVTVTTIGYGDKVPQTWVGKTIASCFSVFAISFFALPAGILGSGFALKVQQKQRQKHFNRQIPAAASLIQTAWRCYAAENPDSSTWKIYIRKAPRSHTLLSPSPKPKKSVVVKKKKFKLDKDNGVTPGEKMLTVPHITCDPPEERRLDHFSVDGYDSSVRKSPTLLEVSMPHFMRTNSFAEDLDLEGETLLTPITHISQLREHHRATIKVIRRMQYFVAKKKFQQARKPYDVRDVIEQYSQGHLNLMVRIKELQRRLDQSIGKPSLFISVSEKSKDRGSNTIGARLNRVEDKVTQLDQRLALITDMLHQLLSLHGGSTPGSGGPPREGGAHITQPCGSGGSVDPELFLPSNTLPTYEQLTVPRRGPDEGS
RGS4 block: inhibitors of human RGS4. 0.45% of 310,000 active. B-score at 10 µM. HEK293 M3R/RGS4 inducible, Fluo-4 calcium flux; active compounds read high; triggered by carbachol at its EC20;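 active = B-score, a plate-corrected calcium signal, over three deviations above library mean, with baseline fluorescence within five deviations of library mean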;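 note: RGS4 expression induced by doxycycline in cells with stable M3 receptor; B-score is computed from the integrated fluorescence ratio over baseline after carbachol; higher B-score means a larger calcium signal and so more RGS4 inhibition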
Target sequence (P49798 whole entry, looked up): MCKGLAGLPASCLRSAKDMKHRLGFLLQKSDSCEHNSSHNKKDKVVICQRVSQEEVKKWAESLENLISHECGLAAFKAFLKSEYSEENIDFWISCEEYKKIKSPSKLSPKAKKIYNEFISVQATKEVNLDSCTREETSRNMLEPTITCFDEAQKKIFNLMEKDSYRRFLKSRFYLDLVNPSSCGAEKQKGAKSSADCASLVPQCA
hERG rescue: hERG (human) protection from proarrhythmic block; Q12809; CHO-hERG, FluxOR thallium flux, dofetilide IC70 present; activation (rescue from dofetilide block), less the hit threshold, % at 10 µM; 0.51% of 310,000 active;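 active = activation above the mean of controls blocked by dofetilide plus 5 SD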;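 note: thallium influx through hERG after potassium depolarization seen as dye fluorescence rise; in these data hits start at about 4.7%; inactives centre near -7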
MrgX1 agonist: human MrgX1 receptor agonism, primary screen. AID 588627. 0.44% of 310,000 active. MrgX1-HEK293 cells, Fluo-4 calcium fluorescence, agonist mode; active compounds read high. B-score at 10 µM. Q96LB2;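 active = calcium response B-score plate-corrected fluorescence ratio at least 3 library SD, with starting fluorescence B-score inside 5 SD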
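times = overnight plating, then 30 min 37 °C plus 30 min room-temperature dye loading | assay system = stable human MrgX1 HEK293 cell line | input = fifteen thousand cells per well | signal = kinetic calcium dye fluorescence, Fluo-4 NW | dosing = compound delivered in addition one of three | read-out = B-scored fluorescence response ratio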
TMEM16A inh: mouse TMEM16A channel inhibition, primary screen; HEK293 TMEM16A/YFP iodide influx fluorescence, ionomycin; normalized B-score (activity score, 25-100; higher = stronger inhibition) at 10 µM; 1.2% of 310,000 active; AID 588511;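 active = ratio plate-corrected score three or more library SD toward inhibition, starting fluorescence score within five deviations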;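 note: score derived from kinetic fluorescence span divided by baseline fluorescence per well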
KCNK9 inh: inhibitors of human KCNK9 two-pore domain potassium channel; Q9NPC2; HEK293 KCNK9, FluxOR thallium flux fluorescence; active compounds read low; B-score at 10 µM; 1.2% of 310,000 active; AID 488922;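 active = ratio B-score over 3 SD below the library mean, with starting fluorescence within 5 SD of its mean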;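 note: negative B-score means less thallium flux so channel inhibition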
RGS4 act: RGS4 potentiation or activation; HEK293 M3R/inducible RGS4, carbachol calcium flux Fluo4; active compounds read low; B-score at 10 µM; 0.92% of 310,000 active;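 active = B-score of the integrated calcium signal more than 4 SD below the library mean, with starting fluorescence not abnormally high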;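 note: negative B-score means reduced calcium response which marks RGS4 activation or potentiation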
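Reagent: ECmax carbachol challenge; Test system: M3R-expressing HEK293 line, RGS4 induced by doxycycline; Schedule: overnight RGS4 induction, 30 min dye load 37 °C, 20 min compound RT; Detection: calcium dye Fluo4 fluorescence; Read-out: Agonist-evoked peak-minus-minimum fluorescence over baseline, integrated ratio, B score.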
KCNQ1 pot: potentiators or activators of human KCNQ1 potassium channel. P51787. CHO-K1 KCNQ1, thallium flux FluxOR fluorescence; active compounds read high. B-score at 10 µM. 0.35% of 310,000 active;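 active = fluorescence ratio B-score, a plate-corrected score, at least three library SD, with initial intensity B-score within 5 SD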
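assay system = CHO-K1 cells stably expressing KCNQ1 | medium = assay buffer, equal DMSO in all wells | timing = 37 °C overnight plating, 90-min dark dye load, 20-min compound pretreatment | measured by = kinetic FluxOR thallium fluorescence, 10-s 1-Hz baseline, 110-s post-stimulus read | measure = fluorescence change relative to baseline, converted to B score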
TMEM16A act: mouse TMEM16A channel activation, primary screen. Q8BHY3. HEK293 TMEM16A/YFP-H148Q/I152L, iodide quench fluorescence; active compounds read low. B-score at 10 µM. 0.3% of 340,000 active. AID 623877;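 active = fluorescence-ratio B-score plate-corrected deviation score at least 3 library SD below zero, with starting fluorescence score within 5 deviations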;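 note: channel opened by trigger with iodide after compound preincubation; score built on the fluorescence ratio of max minus min over baseline; more negative score means more quench and so TMEM16A activation or potentiation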
KCNK3 inh: human KCNK3 channel inhibition, primary screen; CHO-KCNK3 thallium flux, FluxOR fluorescence; active compounds read low; 0.84% of 340,000 active; B-score at 10 µM; AID 602410; O14649;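 active = B-score under library mean minus 4 SD, starting fluorescence ratio at most library mean plus 5 SD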;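 note: more negative B-score means stronger inhibition of thallium flux through KCNK3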
MrgX1 allo act: allosterically activates human MrgX1 receptor signaling; Q96LB2; MrgX1-HEK293, Fluo-4 calcium flux, FDSS; active compounds read high; B-score at 10 µM; 0.63% of 310,000 active; AID 588675;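 active = plate-corrected calcium response at least 3 library SD above typical, normal starting fluorescence, not activating the receptor alone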;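 note: compound read alongside a low EC10 to EC30 dose of BAM8-22 agonist; peak minus trough fluorescence over baseline measured at the second addition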
The depositor's hits bear a star; i = inactive; · = not tested or not shown.

SMILES	KCNQ1 block	RGS4 block	hERG rescue	MrgX1 agonist	TMEM16A inh	KCNK9 inh	RGS4 act	KCNQ1 pot	TMEM16A act	KCNK3 inh	MrgX1 allo act
Cc1ccc(/C=N\NC(=O)Cc2cccn2C)o1	i	i	-10	i	i	i	i	i	i	i	i
O=C(O)CN1C(=O)/C(=C\c2cn(CC(=O)N3CCOCC3)c3ccccc23)SC1=S	6*	i	-15	i	i	i	i	i	i	i	i
COc1cccc(OC)c1C(=O)Nc1ccc2c3c(cccc13)CC2	i	i	-2	i	i	i	i	i	i	i	i
Cc1ccc2nc(SCC(=O)NCc3ccc(S(N)(=O)=O)cc3)[nH]c2c1	i	i	-7	i	i	i	i	i	i	i	i
COc1ccc(C)cc1NC(=O)c1ccc(OC(F)F)cc1	i	i	-10	i	i	i	i	i	i	i	i
COc1cc(C)nc(NCc2ccccc2)n1	i	i	2	i	i	i	i	i	i	i	i
CN(C)CCN1C(=O)C2C(C(=O)Nc3cc(Cl)cc(Cl)c3)C3C=CC2(O3)C1C(=O)NC1CCCCC1 (configuration not stated)	i	i	-12	i	i	i	i	i	i	i	i
O=C(CNC(=O)c1cccc(Br)c1)N/N=C/c1ccc2c(c1)OCO2	i	i	-3	i	i	i	i	i	i	i	i
CC(Sc1nnc2c(n1)C1CCC2(C)C1(C)C)C(=O)Nc1ccccc1 (configuration not stated)	i	i	-5	i	i	i	i	i	i	i	i
Nc1nonc1-n1nnc(C(=O)N/N=C/c2ccc(Cl)cc2Cl)c1CN1CCCCC1	i	i	-3	i	i	i	i	i	i	i	i
CCSc1nnc([C@H](Cc2ccccc2)NC(=O)OC(C)(C)C)o1	i	i	-13	i	i	i	i	i	i	i	i
CC(C)(C)n1nc2c(c1NC(=O)c1ccco1)CS(=O)C2 (configuration not stated)	i	i	2	i	i	i	i	i	i	i	i
O=C(Nc1cccnc1)c1ccc(Cl)c(Cl)c1	i	i	-7	i	i	i	i	i	i	i	i
COc1cccc(NS(=O)(=O)CC23CCC(CC2=O)C3(C)C)c1 (configuration not stated)	i	i	-2	i	i	i	i	i	i	i	i
COc1ccc(C(=O)CSc2nnc(-c3ccccc3)o2)cc1	i	i	-4	i	i	i	i	i	i	i	i
COc1ccccc1-c1nc(SCC(=O)NCc2ccco2)c2c(=O)n(C)c(=O)n(C)c2n1	i	i	-4	i	i	i	i	i	i	i	i
O=C(NCc1ccccc1)c1nc[nH]c1C(=O)NCc1ccccc1	i	i	-29	i	i	i	i	i	i	i	i
CC(C)(C)C(=O)Nc1cc2c3c(c1)CCN3C(=O)CC2	i	i	-5	i	i	i	i	i	i	i	i
CCSc1nnc(-c2cccc(S(=O)(=O)N(CC)CC)c2)n1Cc1ccccc1	i	i	-28	i	i	i	i	i	i	-9.8*	i
NC(=O)c1nsc(C(=O)N(Cc2ccco2)C(C(=O)NCC2CCCO2)c2ccc(F)cc2)c1N (configuration not stated)	i	i	-8	·	·	i	i	i	i	i	·
CCN(CC)c1ccc(C=N/C(C#N)=C(\N)C#N)cc1	i	i	-8	i	i	i	i	i	i	i	i
Nc1ccccc1C(=O)Nc1cccc(C(=O)O)c1	i	i	-9	i	i	i	i	i	i	i	i
O=C1CCC(/C=C/c2ccccc2)=NN1Cc1ccc(F)cc1	i	i	-10	i	i	i	i	i	i	i	i
CCC(CC)C(=O)Nc1nnc(S(=O)(=O)Nc2ccccc2C)s1	i	i	-6	i	i	i	i	i	i	i	i
COc1ccc(-c2noc(CN(C)S(=O)(=O)c3ccc(Cl)cc3)n2)cc1OC	i	i	0	i	i	i	i	i	i	i	i
CCOc1cc2c(cc1OCC)C(c1ccc(F)cc1)NCC2 (configuration not stated)	i	i	-6	i	i	i	i	i	i	i	i
Cc1ccc(N(CC(O)Cn2c3ccccc3c3ccccc32)S(C)(=O)=O)c(C)c1 (configuration not stated)	i	i	-10	i	i	i	i	i	i	i	i
CCOC(=O)C1=C(C)Nc2sc(C(=O)c3ccc(F)cc3)c(N)c2C1c1ccc(C(=O)OC)cc1 (configuration not stated)	i	i	-8	i	i	i	i	i	i	i	i
CCc1nccn1C(=O)c1cnn2c(C(F)F)cc(-c3ccccc3)nc12	i	i	1	i	i	i	i	i	·	·	i
CC1CCC(NS(=O)(=O)c2ccc3c(c2)CC(=O)N3)CC1 (configuration not stated)	i	i	-1	i	i	i	i	i	i	i	i
COc1ccccc1N1CCN(C(c2ccc(C)cc2)c2nnnn2C(C)C)CC1 (configuration not stated)	i	i	-9	i	i	i	i	i	i	i	i
Cc1cc(C(=O)N/N=C/c2ccccn2)n[nH]1	i	i	-7	i	i	i	i	i	i	i	i
CC1CCN(CCCN2C(=O)C3C(C(=O)Nc4ccc(Cl)cc4)C4C=CC3(O4)C2C(=O)NC2CCCCC2)CC1 (configuration not stated)	i	i	-10	i	i	i	i	i	i	i	i
CCCC(=O)c1cc(-c2nc3ccccc3n2C)n(C)c1	i	i	-8	i	i	i	i	i	i	i	i
COc1ccccc1C(=O)Nc1nnc(S(=O)(=O)N2CCCCC2)s1	i	i	-11	i	i	i	i	i	i	i	i
COc1ccc(NC(=O)CN(C)S(=O)(=O)c2cnc[nH]2)cc1	i	i	-5	i	i	i	i	i	i	i	i
Nc1ncnc(N2CCOCC2)c1N	i	i	-1	i	i	i	i	i	i	i	i
Cc1cc(C)n(-c2nc3ccccc3c(=O)n2OC2CCCCC2)n1	i	i	-6	i	i	i	i	i	i	i	i
CC(C)=NOC(=O)c1ccc(-c2ccccc2)cc1	i	i	-8	i	i	i	i	i	i	i	i
Cc1nnsc1C(=O)N1CCC(C(=O)c2ccccc2)CC1	i	i	-7	i	i	i	i	i	i	i	i
CC(C)c1ccc(C(=O)OCC(=O)NC2CCCC2)cc1	i	i	-4	i	i	i	i	i	i	i	i
O=C(CSc1n[nH]c(=O)n1-c1cccnc1)Nc1ccccc1	i	i	1	i	i	i	i	i	i	i	i
O=[N+]([O-])c1ccc(N2CCN(S(=O)(=O)c3ccccc3)CC2)cc1NCC1CCCO1 (configuration not stated)	i	i	0	i	i	i	i	i	i	i	i
Cc1c(-c2nnnn2-c2ccc(F)cc2)cnc2cc3c(cc12)OCO3	i	i	-3	i	i	i	i	i	i	i	i
OCC[C@@H]1C[C@H](O)[C@@H](O)[C@@]2(CCCc3ccccc3O2)O1	i	i	-7	i	i	i	i	i	i	i	i
CC(Oc1ccccc1)C(=O)NC1=NCCS1 (configuration not stated)	i	i	-7	i	i	i	i	i	i	i	i
NS(=O)(=O)c1ccc(NC(=S)NC(=O)c2ccco2)cc1	i	i	-10	i	i	i	i	i	i	i	i
CC(C)(C)OC(=O)N1CCC(c2c(C(=O)N3CCN(C(=O)c4ccco4)CC3)cnn2-c2ccc(F)cc2F)CC1	i	i	-4	i	i	i	i	i	i	i	i
O=C(NCCC(=O)N1CCC2(CC1)NCCc1[nH]cnc12)c1cccc(C(F)(F)F)c1	i	i	-4	i	i	i	i	i	i	i	i
O=C(CSc1ncccn1)N/N=C/c1ccc2c(c1)OCO2	i	i	-3	i	i	i	i	i	i	i	i
O=C(CN1CCN(Cc2ccccc2)CC1)N/N=C/C=C/c1ccccc1[N+](=O)[O-]	i	i	-9	i	i	i	i	i	i	i	i
O=C(O)c1ccc(CNCc2cccc(Cl)c2Cl)cc1	·	·	·	i	i	·	·	·	i	i	i
Nn1c(SCC(=O)NC(=O)NC2CCCC2)nnc1-c1ccccc1F	i	i	-8	i	i	i	i	i	i	i	i
CCOc1ccc(-n2c(SCC(=O)NC3CCS(=O)(=O)C3)nnc2-c2cccnc2)cc1 (configuration not stated)	i	i	-5	i	i	i	i	i	i	i	i
Cc1cc(Nc2c(C)n(C)n(-c3ccccc3)c2=O)n2c(nc3ccccc32)c1C#N	i	i	-2	i	i	i	i	i	i	i	i
O=c1cc(O)c2c(=O)n(-c3ccccc3)c3c(c2o1)CCCCC3	i	i	-8	i	i	i	i	i	i	i	i
CCCN(CCC)CC(O)Cn1cc(/C=C/C(=O)c2cccs2)c2ccccc21 (configuration not stated)	i	i	-21	i	i	i	i	i	i	i	i
O=C(O)c1cccc(N/N=C/c2cn(-c3ccccc3)nc2-c2cccs2)c1	i	i	-17	i	i	i	i	i	i	i	i
COc1ccc(C)cc1NC(=O)CN1CCN(S(=O)(=O)c2ccc(C(C)C)cc2)CC1	i	i	-4	i	i	i	i	i	i	i	i
Cc1cccc(Cn2c(N3CCN(CCO)CC3)nc3c2c(=O)[nH]c(=O)n3C)c1	i	i	-5	i	i	i	i	i	i	i	i

Compound profiles, as listed above. Values in the order: KCNQ1 block	RGS4 block	hERG rescue	MrgX1 agonist	TMEM16A inh	KCNK9 inh	RGS4 act	KCNQ1 pot	TMEM16A act	KCNK3 inh	MrgX1 allo act
`COc1ccc(C)cc1NC(=O)CN1CCN(S(=O)(=O)c2ccc(C(C)C)cc2)CC1` across the screens: i	i	-4	i	i	i	i	i	i	i	i
`Cc1cc(Nc2c(C)n(C)n(-c3ccccc3)c2=O)n2c(nc3ccccc32)c1C#N` across the screens: i	i	-2	i	i	i	i	i	i	i	i
`O=c1cc(O)c2c(=O)n(-c3ccccc3)c3c(c2o1)CCCCC3` across the screens: i	i	-8	i	i	i	i	i	i	i	i

More entries follow:
SMILES	KCNQ1 block	RGS4 block	hERG rescue	MrgX1 agonist	TMEM16A inh	KCNK9 inh	RGS4 act	KCNQ1 pot	TMEM16A act	KCNK3 inh	MrgX1 allo act
COc1cccc(C2c3[nH]c4ccccc4c3CCN2Cc2cnn(C)c2)c1 (configuration not stated)	i	i	-10	i	i	i	i	i	i	i	i
CCOc1ccc(C(=O)NCC(=O)NCCOc2ccc(C)cc2)cc1	i	i	-12	i	i	i	i	i	i	i	i
CCOc1ccc(NC(=O)CSc2nnc(CCNC(=O)c3ccc(OC)cc3)n2CC)cc1	i	i	-5	i	i	i	i	i	i	i	i
NNc1nc2ccc(Cl)cc2s1	i	i	-14	i	i	i	i	i	i	i	i
CC(C)NCCCCOc1ccc(Br)cc1Cl	i	i	-15	i	i	i	i	i	i	i	i
O=C(NCC1CC1)Nc1ccc(Cl)cc1	i	i	-5	i	i	i	i	i	i	i	i
